H37Rv inhibition: M. tuberculosis growth inhibition, HTS (AID 449762) | M. tuberculosis H37Rv growth inhibition, 7H9 media; higher % means a stronger effect | 330,000 tested, 0.59% active | one-dose inhibition, % at 25 µM; IC50 in µM for titrated hits; in the data active = a potency from the dose series; inconclusive = inhibition above about 70% without an active follow-up result;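 also: bacterial growth assessed after seven days of incubation; strong numbers were not always called active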
Salmonella PhoP GFP: Inhibition of PhoP regulon, Salmonella typhi GFP reporter cells, confirmation, 4 h (AID 1850); Salmonella Typhi PhoP-promoter GFP reporter, fluorescence, 4 h; higher % means a stronger effect; inhibition, % at 50 µM; hits with a dose series show IC50 in µM; 310,000 tested, 0.33% active; in the data active = a potency from the dose series; inconclusive = inhibition mostly from about 25% at the one dose, without a potency; inactive = the rest, 99 in 100 with inhibition below about 19%;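 also: 0% = induced wells with vehicle and 100% = uninduced wells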
influenza NS1A: H1N1 influenza NS1A inhibitors, functional cell based assay (AID 504329). 340,000 tested, 0.3% active. NS1A functional cell-based assay, percent inhibition; higher % means a stronger effect. inhibition, % at 12.5 µM; hits with a dose series show IC50 in µM; in the data active = a potency from the dose series; inconclusive = inhibition above about 27% without an active follow-up result; also: strong numbers were not always called active
tuberculosis growth: growth inhibition of non-replicating M. tuberculosis (AID 488890); Mycobacterium tuberculosis non-replicating, growth inhibition; higher % means a stronger effect; inhibition, % at 25 µM; hits with a dose series show IC50 in µM; 320,000 tested, 0.39% active; in the data active = a potency from the dose series; inconclusive = inhibition mostly from about 82% at the one dose, without a potency; inactive = the rest, 99 in 100 with inhibition below about 76%;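 also: plate controls were DMSO cells for no effect and high antibiotic wells for full effect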
VEEV TC-83 Vero: inhibitors of VEEV TC-83 cytopathic effect, confirmation, Vero cells (AID 588727); Vero cells, VEEV TC-83 cytopathic effect inhibition; higher % means a stronger effect; inhibition, % at 20 µM; hits with a dose series show IC50 in µM; 350,000 tested, 0.13% active; in the data active = a potency from the dose series; inconclusive = inhibition mostly from about 14% at the one dose, without a potency; inactive = the rest, 99 in 100 with inhibition below about 12%; also: strong numbers were not always called active
VEEV TC-83 Vero 10K pilot screen: also measured in VEEV TC-83 Vero; calls as there; inhibition, %; measured here: 10K pilot screen inhibition
* = called active by the depositor; i = inactive; ? = inconclusive; . = no result given.

SMILES | H37Rv inhibition | Salmonella PhoP GFP | influenza NS1A | tuberculosis growth | VEEV TC-83 Vero | others
COCc1cc(C)nc(SCc2ccc(Cl)cc2)c1C#N | 1.7% | -8.3% | -4.6% | 24.5% | 0.4%
N#CCSc1nc2c(sc(=S)n2Cc2ccco2)c(=O)n1-c1ccc(F)cc1 | 28.0% | -12.0% | -11.7% | 42.3% | 9.8%
CCN1CCn2c1nc(N1CCCCC1)nc2=O | -5.4% | 0.6% | -10.2% | -6.9% | i
Cc1ccc(NC(=O)CN2CCN(C(=O)C3CCCO3)CC2)c(C)c1 (stereo not drawn) | -18.6% | -6.3% | -11.1% | -8.2% | 3.0%
CCc1c(C)c(C#N)c2nc3ccccc3n2c1NCCN(C)C | -0.1% | 10.3% | 0.1% | 7.4% | i
CCn1c(SCC(=O)NC2CCCCC2)nnc1-c1ccccn1 | -0.5% | -6.0% | -7.3% | 20.1% | 0.6%
Nc1cccnc1Oc1ccccc1F | -2.1% | 2.0% | -14.1% | -1.6% | 1.4%
CSc1ccccc1C(=O)Nc1cccc(N(C)S(C)(=O)=O)c1 | -8.8% | -10.7% | -5.8% | -8.1% | 0.3%
CCOC(=O)c1c(C)nc2ccccc2c1-c1ccccc1 | -0.5% | -7.2% | 23.1% | 22.5% | 0.7%
O=C(/C=C/c1ccco1)NC(=S)Nc1ccc(N2CCOCC2)c(Cl)c1 | -7.2% | -3.5% | 2.8% | 53.5% | 5.6%
COc1ccc(CC(=O)Nc2cc(C)on2)cc1OC | 2.0% | -4.6% | -14.9% | -12.5% | i
CCOc1ccc(Br)cc1CC(=O)O | -1.1% | 2.0% | -5.1% | 4.7% | 0.4%

The closing 5 compounds of the section above lead into the next:
SMILES | H37Rv inhibition | Salmonella PhoP GFP | influenza NS1A | tuberculosis growth | VEEV TC-83 Vero | others
CSc1ccccc1C(=O)Nc1cccc(N(C)S(C)(=O)=O)c1 | -8.8% | -10.7% | -5.8% | -8.1% | 0.3%
CCOC(=O)c1c(C)nc2ccccc2c1-c1ccccc1 | -0.5% | -7.2% | 23.1% | 22.5% | 0.7%
O=C(/C=C/c1ccco1)NC(=S)Nc1ccc(N2CCOCC2)c(Cl)c1 | -7.2% | -3.5% | 2.8% | 53.5% | 5.6%
COc1ccc(CC(=O)Nc2cc(C)on2)cc1OC | 2.0% | -4.6% | -14.9% | -12.5% | i
CCOc1ccc(Br)cc1CC(=O)O | -1.1% | 2.0% | -5.1% | 4.7% | 0.4%
CCOCCOC(=O)Cn1cnc2scc(-c3ccc(C)cc3)c2c1=O | 1.0% | 2.2% | -2.0% | 64.6% | 0.8%
c1ccc(-n2cc(CN3CCCC(CN4CCCC4)C3)c(-c3ccc4c(c3)OCO4)n2)cc1 (stereo not drawn) | 26.2% | 15.7% | 2.0% | 41.3% | 4.3%
CCCCCn1c(=O)[nH]c2cc(C(=O)NCCN3CCCCC3C)ccc2c1=O (stereo not drawn) | 4.1% | 6.4% | -4.4% | 25.4% | 1.1%
CCC(C)(C(=O)NC1CCCCC1)N(CC1CCCO1)C(=O)CNC(=O)c1ccccc1 (stereo not drawn) | -1.7% | 2.5% | -1.2% | -6.7% | 0.6%
CCN(CC)S(=O)(=O)c1ccc(N2CCOCC2)c(NS(=O)(=O)c2cc(C(C)(C)C)ccc2C)c1 | -0.5% | -1.1% | 9.7% | 29.4% | 2.8%
CC(NC(=O)c1ccc(=O)oc1)c1ccccc1 (stereo not drawn) | -6.7% | 8.8% | -2.0% | -7.4% | i
COc1ccc(N2CCN(CCOc3ccc4c(C)cc(=O)oc4c3)CC2)cc1 | 9.1% | -9.2% | 3.5% | 16.9% | 0.1%
COc1ccc(C)cc1NC(=O)C(OC(=O)Cn1cnc2c1c(=O)n(C)c(=O)n2C)c1ccccc1 (stereo not drawn) | 2.7% | 1.1% | -10.6% | -16.3% | 3.7%
CCn1c(Cc2ccccc2)nnc1SCC(=O)Nc1ccccc1O | -4.4% | -9.1% | 0.6% | -3.0% | i
CCCCc1cc(=O)oc2cc(C)cc(OCC(=O)N3C[C@H]4C[C@@H](C3)c3cccc(=O)n3C4)c12 | -9.4% | 8.3% | -2.3% | -8.5% | 1.8%
Cc1ccc(N2C(=O)CC(NNC(=O)c3cccc(S(=O)(=O)N4CCCC4)c3)C2=O)cc1 (stereo not drawn) | 5.3% | -5.5% | 23.6% | 13.9% | 0.4%
Cc1cccc(-c2cccc(NC(=O)C3CCCN(C(=O)c4csc(C)n4)C3)c2)c1 (stereo not drawn) | 5.3% | 0.8% | 0.2% | 27.6% | 7.7%

By substructure, those above with an aryl methoxy group.
SMILES | H37Rv inhibition | Salmonella PhoP GFP | influenza NS1A | tuberculosis growth | VEEV TC-83 Vero | others
COc1ccc(CC(=O)Nc2cc(C)on2)cc1OC | 2.0% | -4.6% | -14.9% | -12.5% | i
COc1ccc(N2CCN(CCOc3ccc4c(C)cc(=O)oc4c3)CC2)cc1 | 9.1% | -9.2% | 3.5% | 16.9% | 0.1%
COc1ccc(C)cc1NC(=O)C(OC(=O)Cn1cnc2c1c(=O)n(C)c(=O)n2C)c1ccccc1 (stereo not drawn) | 2.7% | 1.1% | -10.6% | -16.3% | 3.7%

Other records:
SMILES | H37Rv inhibition | Salmonella PhoP GFP | influenza NS1A | tuberculosis growth | VEEV TC-83 Vero | others
COC(C(=O)Nc1ccnn1C1CCN(Cc2cnn(C)c2)CC1)c1ccccc1 (stereo not drawn) | 4.2% | -5.5% | 1.4% | -6.7% | 0.8%
CN(CCc1ccccn1)C(=O)CC1C(=O)NCCN1Cc1ccc(-c2ccccc2)cc1 (stereo not drawn) | 4.7% | 8.2% | 5.9% | 24.3% | i
Cc1c(NC(=O)c2c(F)c(F)c(F)c(F)c2F)c(=O)n(-c2ccccc2)n1C | -3.3% | -12.1% | -4.8% | -0.3% | 5.9%
CC(OC(=O)c1cccnc1Cl)C(=O)NCc1ccccc1 (stereo not drawn) | 8.6% | . | -3.6% | -5.4% | i
CC(=O)Nc1sc(N)nc1-c1ccccc1 | 1.3% | -10.5% | 10.3% | . | 0.5%
CSc1nsc2nc(=O)c(/C=C3\C=Nc4ccccc43)c(N)n12 | -2.4% | -20.5% | -12.8% | 70.9% | 2.2%
CC(C)CCNC(=O)NC(=O)COC(=O)C1CCN(S(=O)(=O)c2ccccc2F)CC1 | 3.9% | -1.1% | -4.3% | -11.7% | i
CNC(=O)COC(=O)c1ccc(Cl)c(S(=O)(=O)N2CCCC2)c1 | -7.5% | -2.6% | -14.8% | 2.8% | 0.8%
Cc1c(C(=O)Nc2nc3ccccc3[nH]2)oc2c(Cl)cccc12 | 68µM* | -8.8% | -3.3% | ? | 5.4%
N#Cc1c(/N=C/c2ccc(-c3ccc(C(=O)O)c(Cl)c3)o2)sc2c1CCCC2 | -2.2% | . | 14.2% | 10.1% | 2.2%
Cc1ccc(NC(=O)CC2NCCNC2=O)cc1 (stereo not drawn) | -8.3% | -5.5% | 6.5% | 5.4% | i
O=C1CC(c2ccccc2)c2ccccc21 (stereo not drawn) | -7.3% | 0.8% | -0.2% | -0.4% | 2.1%
CO/N=C(/CNC(=O)c1ccc(Cl)cc1Cl)c1ccc(Cl)cc1 | -2.5% | -7.5% | -8.0% | -21.6% | 3.4%
Cc1onc(-c2ccccc2Cl)c1C(=O)Nc1sc2c(c1C#N)CCC2 | -4.1% | -0.1% | 3.0% | 55.0% | i
COc1cc(C2NC(=O)NC(c3ccccc3)=C2C(C)=O)c(Br)cc1OCC(N)=O (stereo not drawn) | -7.0% | -6.3% | 4.1% | 1.9% | i
O=C(Oc1ccc(OC(=O)c2ccncc2)cc1)c1ccncc1 | -1.2% | -1.3% | -12.9% | 37.6% | i
CC1(c2ccc3noc(-c4ccccc4)c3c2)OCCO1 | 1.4% | 2.1% | -2.7% | 10.6% | 8.5%
CCOC(=O)C(Cc1ccccc1)c1ccnc2nc(N)nn12 (stereo not drawn) | 2.9% | 1.3% | -1.4% | -17.7% | i
O=C(C1CCN(S(=O)(=O)c2ccc3c(c2)OCCO3)CC1)N1CCc2ccccc21 | -2.3% | -11.1% | -4.7% | 26.8% | i
Cc1nn(C(C)(C)C)c(OC(=O)CC(C)C)c1S(=O)(=O)c1ccccc1 | 5.2% | -3.7% | -1.8% | -4.1% | i
OCCOc1ccc(C2=NCCO2)cc1 | -12.6% | -9.4% | -3.7% | 5.7% | 0.0%
N#Cc1ccccc1S(=O)(=O)N1CCN(S(=O)(=O)c2ccc(Br)c(C(=O)O)c2)CC1 | -1.7% | -4.5% | -12.7% | ? | 0.1%
CN(C(=O)c1cccc(NC(=O)Cc2ccc(NC(=O)C3CCCN(C(=O)c4ccccc4)C3)cc2)c1)C1CCC1 (stereo not drawn) | . | . | 4.9% | . | i
Cc1ccccc1CSCC(=O)N/N=C/c1cccs1 | 2.3% | 0.3% | 0.7% | -0.1% | 1.3%
CC(C)c1ccccc1NC(=O)COC(=O)c1cc([N+](=O)[O-])ccc1N1CCOCC1 | -3.0% | 11.4% | 1.4% | 14.3% | 10.3%
O=C(c1ccccc1-c1ccccc1)N1CCOCC1 | 1.8% | 11.0% | -2.1% | -13.3% | 0.8%
COc1cc(/C=N/NC(=S)NCCN2CCOCC2)ccc1O | -2.5% | 4.3% | -6.1% | -9.7% | 1.3%
COc1ccc(C(=O)NC(=O)COC(=O)c2ccc3ncsc3c2)cc1 | 4.9% | -8.1% | . | 25.5% | .
S=c1[nH]ncn1/N=C/c1ccc(Br)cc1 | 18.2% | 0.2% | 4.2% | 43.0% | 2.5%
COc1cccc([C@@H]2Oc3ccc(OC)cc3C(=O)[C@H]2OC(=O)NCc2ccc3c(c2)OCO3)c1 | -0.5% | 3.5% | . | 11.9% | .
O=C(N/N=C\C=C\c1ccc2c(c1)OCO2)c1cccnc1 | 11.3% | -1.5% | 2.4% | -15.8% | 1.9%
COc1ccccc1Cn1c(=S)[nH]c2cc(C(=O)NCc3cccnc3)ccc2c1=O | 2.1% | -1.6% | -1.5% | 22.8% | 2.7%
COc1cc(NC(=S)NC(=O)c2ccc(C(C)(C)C)cc2)ccc1NC(=O)c1cccs1 | 54.6% | -6.9% | -0.1% | 56.2% | 2.5µM*
COc1ccc(/C=C2\SC(=O)N(CCC(=O)N3CCN(C)CC3)C2=O)cc1 | -5.8% | 3.8% | -20.4% | 52.5% | 1.6%
CC1=C(C(=O)OC(C)C)C(c2cccnc2)n2ncnc2N1 (stereo not drawn) | 0.8% | 6.2% | -1.8% | -7.1% | 0.9%
CN1CCN(c2c(C#N)c(C(F)(F)F)nn2C)CC1 | -4.7% | 7.2% | -1.6% | -10.2% | 0.9%
N#Cc1nc(-c2ccc(Cl)cc2)oc1NCc1ccco1 | -0.6% | 0.2% | 3.6% | 6.3% | i
O=C1c2ccccc2S(=O)(=O)c2cc(N3CCC4(CC3)OCCO4)ccc21 | 0.9% | -3.6% | . | -1.9% | .
COc1cc(S(=O)(=O)N2CCC(c3nc4ccccc4s3)CC2)ccc1S(=O)(=O)N1CC(C)CC(C)C1 (stereo not drawn) | -0.1% | -5.9% | -10.3% | -8.9% | i
O=C(NCC(O)c1ccccc1)c1ccc(Cl)c(S(=O)(=O)N2CCCC2)c1 (stereo not drawn) | -2.3% | 2.9% | 1.6% | 15.4% | 0.2%
COc1cccc(C(=O)Nc2c(C)nn(-c3ccccc3)c2C)c1 | -2.0% | -3.5% | 6.6% | -16.9% | 0.4%
Oc1ccc(C=NNc2nc3ccccc3s2)c(O)c1 | . | . | -22.1% | . | ?
CC(C)CC(N=Cc1c(O)c2ccccc2oc1=O)C(=O)O (stereo not drawn) | 15.2% | 3.0% | 1.6% | 41.9% | 2.1%
Cc1ncc(C[n+]2ccc(C)c(C)c2)c(N)n1 | 0.8% | -3.8% | -5.2% | -2.4% | 0.4% | VEEV TC-83 Vero 10K pilot screen=0.3
Cc1cccc(OS(=O)(=O)NC(=O)OCC2CCCN3CCCCC23)c1 (stereo not drawn) | -4.2% | -0.1% | -1.0% | -10.3% | i
CS(=O)(=O)c1ncc(Cl)c(C(=O)Nc2ccc(N3CCOCC3)cc2)n1 | 1.8% | 9.3% | 0.9% | 28.5% | 1.4%
CC(C)NC(=O)C1c2ccccc2Oc2ccccc21 | -1.1% | 7.8% | -0.7% | ? | i
CC[C@]12c3[nH]c4ccc(Cl)cc4c3CCN1C(=O)[C@@H](CC(=O)NC/C=C(\C)CCC=C(C)C)C[C@@H]2C(=O)N1CCN(C(=O)c2ccco2)CC1 | . | . | -5.0% | . | 11.0%
CN(C)C(=S)c1ccccc1 | -8.5% | 0.5% | . | 17.4% | i

Bioassay records: PubChem, Southern Research Specialized Biocontainment Screening Center
